# TrxR1 substrate – substrates of rat thioredoxin reductase 1; purified TrxR1 substrate turnover, NADPH consumption readout; Potency, µM (highest dose often 114 µM), for inactives: at the top dose activity change, negative = substrate turnover; hit rate 0.01% among 390,000; AID 588456; further: on the % scale 0 is the no-effect control and ±100 the full control effect; nearly all actives have a fitted effect of over 50% in size
#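 Rat TrxR1, dispensed at 90 nM, was prereduced with 400 uM NADPH (final) for 5 min at ~22 deg C, then incubated with compound 15 min before 400 uM selenite. A first-read NADPH fluorescence drop versus no-compound background flagged substrates.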
# Vif-APOBEC3F blk – inhibitors of Vif-A3F interaction | HeLa A3F-eYFP + Vif (tagged APOBEC3F with the HIV-1 protein that degrades it), YFP fluorescence increase | Potency, µM (titrated, usually from 46.1 µM), for inactives: at the top dose activity, negative = active | hit rate 0.2% among 390,000 | AID 602313; further: % of control where 0% means no effect; nearly all actives have a fitted effect of over 65% in size
#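 HeLa cells stably expressing A3F-eYFP plus Vif, plated and incubated overnight at 37 deg C, then exposed to compounds overnight at 37 deg C. Blocked degradation read as raised yellow fluorescence (Ex 488/Em 500-530).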
# TrxR1 inh – inhibitors of rat thioredoxin reductase 1; hit rate 1% among 390,000; Potency, µM (top dose mostly 114 µM), for inactives: at the highest dose activity change, negative = inhibition, usual class: inhibitors; O89049; AID 588453; recombinant rTrxR1, NADPH fluorescence consumption, selenite substrate; further: on the % scale 0 is the no-effect control and ±100 the full control effect; nearly all actives have a fitted effect of over 65% in size
#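 Rat TrxR1 (90 nM in the dispensed reagent) was pre-reduced with 400 uM NADPH for 5 min at room temperature, then incubated with compound for 15 min. After 400 uM selenite was added, NADPH fluorescence (Ex 340/Em 450 nm) was followed for 8 min.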
# RXFP1 ag – activates the human relaxin receptor RXFP1; hit rate 0.3% among 370,000; Q9HBX9; HEK293T-RXFP1 cAMP TR-FRET, 30 min; response scale: percent of porcine relaxin response, buffer zero; AID 2676; Potency, µM (series often up to 57.5 µM), without a hit: at the top dose activation, actives largely listed as activators; further: on the % scale 0 is the no-effect control and ±100 the full control effect; nearly all actives have a fitted effect of over 60% in size; many of its hits are not listed in these tables
# Target sequence (Q9HBX9 whole entry, looked up): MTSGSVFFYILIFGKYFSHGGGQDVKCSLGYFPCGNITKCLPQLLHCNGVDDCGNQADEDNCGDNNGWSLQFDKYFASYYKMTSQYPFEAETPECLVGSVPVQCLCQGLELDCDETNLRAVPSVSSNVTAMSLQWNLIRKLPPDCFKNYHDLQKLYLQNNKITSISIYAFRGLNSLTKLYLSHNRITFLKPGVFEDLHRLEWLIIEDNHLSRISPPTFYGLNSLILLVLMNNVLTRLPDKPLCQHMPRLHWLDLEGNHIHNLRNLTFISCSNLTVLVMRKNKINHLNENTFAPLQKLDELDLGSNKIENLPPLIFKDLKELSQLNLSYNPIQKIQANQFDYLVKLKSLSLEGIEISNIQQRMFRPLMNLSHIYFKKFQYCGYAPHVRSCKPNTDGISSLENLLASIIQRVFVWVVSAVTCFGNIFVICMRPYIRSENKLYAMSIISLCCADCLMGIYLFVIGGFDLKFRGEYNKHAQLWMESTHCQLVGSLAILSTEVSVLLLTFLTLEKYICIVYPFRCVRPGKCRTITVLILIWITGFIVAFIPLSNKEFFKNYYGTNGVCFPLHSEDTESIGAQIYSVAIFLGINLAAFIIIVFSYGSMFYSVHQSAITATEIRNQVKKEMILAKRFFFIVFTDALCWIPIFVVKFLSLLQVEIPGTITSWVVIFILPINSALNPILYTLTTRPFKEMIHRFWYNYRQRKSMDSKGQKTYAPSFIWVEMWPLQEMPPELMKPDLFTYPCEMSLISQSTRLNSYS
#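 HEK293 cells stably expressing RXFP1, treated 30 min at 37C with compounds plus PDE4 inhibitor Ro 20174; cAMP measured by HTRF TR-FRET. Normalized to buffer and 29 nM porcine relaxin; EC50 by Hill fit.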
# Vif-APOBEC3G blk – blocks the Vif interaction with human APOBEC3G; HeLa A3G-eYFP + Vif (tagged APOBEC3G with the HIV-1 protein that degrades it), YFP fluorescence, overnight; Q9HC16; hit rate 0.076% among 410,000; Potency, µM (doses to about 46.1 µM), inactives show at the top dose activity, negative = active, usual class: inhibitors;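 further: on the % scale 0 is the no-effect control and ±100 the full control effect; nearly all actives have a fitted effect of over 60% in size; hits raise eYFP signal because A3G escapes Vif-driven loss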
#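 Read-out is eYFP fluorescence (Ex 488/Em 500-530) from Vif-expressing HeLa A3G-eYFP cells; more signal means A3G escaped Vif-mediated degradation. Cells plated overnight, compound pinned in, incubated overnight at 37 deg C.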
# RGS4 inh – human RGS4 inhibition | Transcreener GDP fluorescence polarization, RGS4-accelerated GTP hydrolysis | Potency, µM (series often up to 114 µM), inactives show at the top dose activity change, negative = inhibition, hits mostly inhibitors | hit rate 0.039% among 390,000 | AID 504845; further: on the % scale 0 is the no-effect control and ±100 the full control effect; nearly all actives have a fitted effect of over 75% in size; some results filed as inactive show a strong effect at the top dose
# Target sequence (P49798 whole entry, looked up): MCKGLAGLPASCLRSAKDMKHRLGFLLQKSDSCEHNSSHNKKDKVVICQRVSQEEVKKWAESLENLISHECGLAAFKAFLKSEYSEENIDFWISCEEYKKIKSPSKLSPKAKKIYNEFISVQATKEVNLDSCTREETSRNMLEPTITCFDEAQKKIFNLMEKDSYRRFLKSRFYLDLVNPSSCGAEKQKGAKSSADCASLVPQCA
#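 MLSMR compounds (23 nl, pin-transferred) preincubated 10 min at room temperature with a 500nM (2x) first reagent, then RGS4 at 900nM (2x) plus Transcreener GDP mix added; fluorescence polarization (620/688 nm) read before and after 90 min at 30 °C.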
# mIDH1 inhibitor – human IDH1 R132H inhibition; O75874; IDH1-R132H enzyme, NADPH consumption, diaphorase/resazurin fluorescence; Potency, µM (top dose mostly 76.6 µM), without a hit: at the highest dose activity change, negative = inhibition, actives largely listed as inhibitors; hit rate 0.093% among 390,000; AID 602179; further: on the % scale 0 is the no-effect control and ±100 the full control effect; nearly all actives have a fitted effect of over 65% in size
#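 IDH1-R132H (0.5 ug/mL dispensed) in pH 7.5 Tris buffer was preincubated 30 min with compound, then given a substrate mix of 0.016 mM NADPH and 2 mM alpha-KG for 80 min at room temperature; remaining NADPH was read by diaphorase/resazurin fluorescence.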
# USP1 inh – blocks the human USP1/UAF1 deubiquitinase complex. recombinant USP1/UAF1, Ub-Rhodamine cleavage fluorescence. Potency, µM (highest dose often 57.1 µM), for the others: top-dose activity change, negative = inhibition, actives largely listed as inhibitors. hit rate 0.23% among 390,000. AID 743255; further: on the % scale 0 is the no-effect control and ±100 the full control effect; nearly all actives have a fitted effect of over 60% in size; inactives centre near -12
#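 In this screen, compounds sit with the deubiquitinase complex (1nM) for 15 min at room temperature before Ub-Rho is added at 150nM final. Fluorescence rise is then followed for 6 reads every 60 seconds.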
# ALOX12 inh – blocks human arachidonate 12S-lipoxygenase. purified 12hLO, xylenol orange hydroperoxide absorbance. AID 1671190. Potency, µM (top dose mostly 108 µM), for inactives: top-dose activity change, negative = inhibition, most hits filed as inhibitors. hit rate 1.1% among 580,000; further: on the % scale 0 is the no-effect control and ±100 the full control effect
#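 Purified human 12hLO (150 nM final) in 25 mM Hepes, 0.01% Triton X-100, pH 7.0 was preincubated 15 min at room temperature with compound. Then 40 uM arachidonic acid was added, 30 min. Hydroperoxide was read by Fe-XO absorbance ratio 573/405 nm.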
# An asterisk follows results filed as active; ? = inconclusive; . = not tested or not shown; [ ] = another dose, or the depositor's remark. The call rests on the fitted dose curve; in most records, active means well fitted curve in the direction sought with a large enough effect; inconclusive means small, poorly fitted or top-dose-only effect, or another doubt; inactive means no such curve, though single readings can be large; an effect the other way counts as inactive or inconclusive. Potency means the concentration at half of the fitted maximal effect. A portion of the library; the hit share may differ from the screen's.
1. CCCn1c(SCC(=O)c2c(N)n(C3CC3)c(=O)[nH]c2=O)nc2cc(S(N)(=O)=O)ccc21
2. COc1ccc(Cc2noc(CN3CCN(c4ccc(Cl)cn4)CC3)n2)cc1OC
3. CCC(=O)N1C(C(=O)O)CSC1c1ccc(OC)cc1 (stereo not given)
4. O=C(COc1ccc(S(=O)(=O)N2CCCC2)cc1)NCc1cccnc1
5. Cc1cc(S(=O)(=O)N(C)CCc2ccccc2)ccc1-n1cnnn1
6. O=S(Cc1ccccc1)c1ccccc1 (stereo not given)
7. O=C(CN1C(=O)NC2(CCCC2)C1=O)N1CCN(c2ccccc2O)CC1
8. COc1cc(-c2[nH]ncc2CN(C)Cc2cc(C)[nH]n2)cc(OC)c1OC
Screen / compound no.,1,2,3,4,5,6,7,8
TrxR1 substrate,1%,-3%[57.1 µM],8%[57.1 µM],4%[0.457 µM],-6%,11%[57.1 µM],8%,3%
Vif-APOBEC3F blk,-17%,3%,-1%,3%,1%,4%,-12%,-12%
TrxR1 inh,6%,-8%[57.1 µM],15%[57.1 µM],15%,16%[57.1 µM],10%[11.4 µM],13%,12%
RXFP1 ag,0.4%,-1.8%,-0.3%,1.3%,0.3%,.,0.5%,-0.3%
Vif-APOBEC3G blk,4%,0%,0%,2%,2%,3%,0%,0%
RGS4 inh,-23%,-2%,-9%,-2%,7%,-7%,-17%,9%
mIDH1 inhibitor,13%,6%,-2%,4%,7%,4%,5%,1%
USP1 inh,-20%,-8%,-10%,-22%,-12%,-22%,-6%,-23%
ALOX12 inh,222%[activator],0%,459%[activator],1%,?,2%,-27%,6%

9. COC(=O)c1ccc(CSc2nnc(N)s2)o1
10. O=C(Oc1ccc(Oc2ccccc2)cc1)N1CCC(O)CC1
11. O=C(CCSCc1ccc(Cl)cc1)NCc1ccco1
12. CCc1cc(=O)[nH]c(SCC(=O)Nc2cc(C)on2)n1
13. Cc1ccc(CN2CCN(/N=C/c3cc([N+](=O)[O-])ccc3Cl)CC2)cc1
14. CC1c2[nH]c3ccccc3c2CCN1C(=O)Nc1ccccc1 (stereo not given)
15. COc1cc(/C=N/N2CCN(c3ccccc3)CC2)ccc1OC(C)=O
16. C=CCOc1ccc(NC(=O)C2CC(=O)N(C(C)C)C2)cc1 (stereo not given)
Screen / compound no.,9,10,11,12,13,14,15,16
TrxR1 substrate,-8%,-14%[57.1 µM],-16%[57.1 µM],0%[57.1 µM],-6%,8%[57.1 µM],-3%,-5%
Vif-APOBEC3F blk,7%,7%,1%,1%,0%,0%,-8%,-7%
TrxR1 inh,13%[57.1 µM],28%[57.1 µM],15%[57.1 µM],5%[57.1 µM],-13%,11%[57.1 µM],15%,9%[57.1 µM]
RXFP1 ag,-0.7%,1.4%,0.9%,-0.9%,-0.7%,1.7%,1.1%,0.0%
Vif-APOBEC3G blk,0%,2%,11%,1%,-1%,-29%,11%,2%
RGS4 inh,2%,-4%,-20%,-3%,7%,-35%,12%,2%[11.4 µM]
mIDH1 inhibitor,1%,7%,9%,0%,2%,1%,10%,3%
USP1 inh,-29%,-17%,-9%,-17%,-9%,3%,-28%,-8%
ALOX12 inh,-18%,-5%,-19%,0%,-24%,-23%,13%,0%

# Some of the entries so far, with tabs:
no.	SMILES	TrxR1 substrate	Vif-APOBEC3F blk	TrxR1 inh	RXFP1 ag	Vif-APOBEC3G blk	RGS4 inh	mIDH1 inhibitor	USP1 inh	ALOX12 inh
12	CCc1cc(=O)[nH]c(SCC(=O)Nc2cc(C)on2)n1	0%[57.1 µM]	1%	5%[57.1 µM]	-0.9%	1%	-3%	0%	-17%	0%
14	CC1c2[nH]c3ccccc3c2CCN1C(=O)Nc1ccccc1 (stereo not given)	8%[57.1 µM]	0%	11%[57.1 µM]	1.7%	-29%	-35%	1%	3%	-23%
15	COc1cc(/C=N/N2CCN(c3ccccc3)CC2)ccc1OC(C)=O	-3%	-8%	15%	1.1%	11%	12%	10%	-28%	13%
10	O=C(Oc1ccc(Oc2ccccc2)cc1)N1CCC(O)CC1	-14%[57.1 µM]	7%	28%[57.1 µM]	1.4%	2%	-4%	7%	-17%	-5%

# Other results:
17. CCN(CC)S(=O)(=O)c1ccc2oc(C(=O)NCCCN3CCOCC3)c(C)c2c1
18. N=c1c(S(=O)(=O)c2ccccc2)cc2c(=O)n3ccccc3nc2n1CCCN1CCOCC1
19. O=C(NCc1ccc(F)cc1)C1CCCN(S(=O)(=O)c2ccc(Br)s2)C1 (stereo not given)
20. CCNC(=S)N(CCc1ccccc1C)Cc1cc2cc(OC)c(OC)cc2[nH]c1=O
21. O=C(Nc1nccs1)C1CC=CCC1 (stereo not given)
22. CC(CC(=O)Nc1ccncc1)c1ccccc1 (stereo not given)
23. COc1ccc(N2CCN(CC(=O)Nc3ccccc3C(=O)NCc3ccccc3)CC2)cc1
24. COc1cc(C)nc(Oc2ccc(=O)[nH]n2)n1
Screen / compound no.,17,18,19,20,21,22,23,24
TrxR1 substrate,-3%,33%[activator],3%[57.1 µM],9%,-8%,10%,-6%,4%[57.1 µM]
Vif-APOBEC3F blk,-5%,-15%,-6%,2%,19%,-7%,8%,4%
TrxR1 inh,16%,-14%,11%[57.1 µM],-3%,7%[57.1 µM],17%,0%,0%[57.1 µM]
RXFP1 ag,-1.4%,21%,1.1%,2.2%,0.9%,1.0%,-0.1%,0.2%
Vif-APOBEC3G blk,0%,-2%,-5%,-2%,0%,2%,-8%,0%
RGS4 inh,-6%,0%,-14%,-36%,-4%,-9%,13%,27%
mIDH1 inhibitor,-4%,-2%,3%,6%,12%,6%,-7%,3%
USP1 inh,-7%,-23%,-24%,-24%,-5%,-14%,-5%,0%
ALOX12 inh,12%,?,?,?,4%,-25%,-1%,0%

25. CCC(C)C(NC(=O)c1ccccc1)C(=O)Nc1ccc(S(=O)(=O)Nc2cc(C)nc(C)n2)cc1 (stereo not given)
26. CCOc1cc(C(=O)Nc2cccnc2)cc(OCC)c1OCC
27. CN1CCC(=C2c3ccccc3C(O)c3ccccc32)CC1 (stereo not given)
28. CCOc1ccccc1CNC(=O)c1cnc2sc(N3CCCCCC3)nn2c1=O
29. Cc1ccc(/C=N/Nc2cn[nH]c(=O)n2)o1
30. O=C(NC(=S)NCc1ccc(-c2nc3ccccc3s2)cc1)c1ccco1
31. CCN(CC)S(=O)(=O)c1cccc(NC(=O)COC(=O)CCc2nc3ccccc3s2)c1
32. Cc1ccc(NC(=O)CSc2nncn2-c2ccccn2)cc1Cl
Screen / compound no.,25,26,27,28,29,30,31,32
TrxR1 substrate,5%,3%,2%[57.1 µM],25%[57.1 µM],-14%,-6%,-12%,-4%
Vif-APOBEC3F blk,-2%,-5%,1%,5%,-7%,-23%,1%,13%
TrxR1 inh,26%,15%,3%[57.1 µM],16%[57.1 µM],-8%,-6%,4%,6%
RXFP1 ag,-0.7%,0.0%,3.8%,-1.0%,0.9%,1.6%,-2.3%,-2.0%
Vif-APOBEC3G blk,2%,-13%,-4%,1%,-5%,-11%,2%,6%
RGS4 inh,10%,-16%,-1%,-5%,-15%,-36%,-5%,-34%
mIDH1 inhibitor,-9%,2%,8%,-4%,-10%,6%,3%,-3%
USP1 inh,2%,-16%,-20%,7%,-24%,-6%,-13%,-14%
ALOX12 inh,-7%,2%,-8%,-9%,-3%,11µM*,7%,-8%

33. CCCN(C(=O)c1coc(=O)c2ccccc12)c1ccccc1C
34. CC1CN(Cc2ccccc2)c2nc3c(c(=O)[nH]c(=O)n3C)n2C1 (stereo not given)
35. Cc1cccc(-c2n[nH]nc2C2=CC(=O)CC(C)(C)C2)c1
36. COC(=O)C1=C(N)Oc2cc(C)n(C)c(=O)c2C1c1ccc(Cl)cc1 (stereo not given)
37. CCN(CC)CCN(C(=O)c1ccc2ccccc2c1)c1nc2ccc(OC)cc2s1
38. O=C(O)CCC(=O)N1CCc2c([nH]c3ccccc23)C1C(F)(F)F (stereo not given)
39. C=C(C)COc1ccc(-c2ncncc2-c2ccc(Cl)cc2)c(O)c1
40. CC(=O)Nc1ccc(S(=O)(=O)N(CC(=O)NC2CC2)Cc2ccccc2)cc1
41. Nc1c(C(=O)c2ccccc2)sc2snc(SCC(=O)c3ccccc3)c12
42. CCOc1ccc(N(CC(=O)Nc2c(C)n(C)n(-c3ccccc3)c2=O)S(=O)(=O)c2ccccc2)cc1
Screen / compound no.,33,34,35,36,37,38,39,40,41,42
TrxR1 substrate,-5%,1%[57.1 µM],.,-2%,-3%,8%,-5%,2%,-8%,3%[57.1 µM]
Vif-APOBEC3F blk,1%,-10%,-1%,-2%,-7%,1%,0%,-3%,?,-8%
TrxR1 inh,-12%,-4%[57.1 µM],.,3%,20%,26%,7%,14%,-16%[57.1 µM],2%[57.1 µM]
RXFP1 ag,-4.0%,7.3%,.,0.0%,0.0%,-2.7%,-2.9%,.,-2.9%,6.4%
Vif-APOBEC3G blk,6%,-3%,-1%,0%,-1%,0%,-2%,1%,?,1%
RGS4 inh,16%,-12%,.,-7%,-5%,23%,3%,-14%,-19%[11.4 µM],1%
mIDH1 inhibitor,7%,2%,-1%,5%,-10%,-16%,-18%,0%,0%,-7%
USP1 inh,-27%,-12%,-11%,-16%,-15%,-22%,-11%,-18%,-10%,6%
ALOX12 inh,-14%,?,14%,0%,?,.,0%,5%,?,-30%
